mcGAS inh: mouse cGAS inhibition by luminescence; Q8C6L5; recombinant cGAS, Kinase-Glo ATP depletion luminescence; inhibition, % at 12.5 µM; 160,000 tested, 0.15% active; AID 1259399;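 also: 0% = negative control wells and 100% = reference inhibitor with no enzyme activity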
hcGAS inh: inhibitors of human cGAS; Q8N884; recombinant h-cGAS, ATP depletion, Kinase-Glo luminescence; inhibition, % at 12.5 µM; 290,000 tested, 0.081% active; AID 1259398;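 also: 0% = vehicle reaction and 100% = reaction without DNA for no activity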
Target sequence (Q8N884 whole entry, looked up): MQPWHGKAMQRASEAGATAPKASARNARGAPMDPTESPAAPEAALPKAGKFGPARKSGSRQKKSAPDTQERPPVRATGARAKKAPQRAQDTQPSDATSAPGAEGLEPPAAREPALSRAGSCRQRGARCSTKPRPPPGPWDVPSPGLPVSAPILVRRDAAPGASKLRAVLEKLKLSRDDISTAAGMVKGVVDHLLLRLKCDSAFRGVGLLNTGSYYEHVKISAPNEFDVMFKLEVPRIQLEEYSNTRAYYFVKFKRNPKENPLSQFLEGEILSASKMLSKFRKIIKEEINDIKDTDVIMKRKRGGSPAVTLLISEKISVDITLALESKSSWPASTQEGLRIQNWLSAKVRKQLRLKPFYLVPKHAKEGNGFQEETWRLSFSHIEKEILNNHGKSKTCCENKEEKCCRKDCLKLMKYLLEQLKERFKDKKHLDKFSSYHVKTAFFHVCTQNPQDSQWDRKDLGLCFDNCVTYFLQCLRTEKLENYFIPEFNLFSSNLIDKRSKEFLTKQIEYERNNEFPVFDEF
NPYLR7 ag: mosquito NPYLR7 agonism; HEK293T NPYLR7/Galpha15, GCaMP6s calcium fluorescence; activation, % at 10 µM; 270,000 tested, 0.15% active; AID 1259423; in the data active = activation above about 40%;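 also: 0% = vehicle and 100% = reference agonist at the receptor; some compounds past the cut are filed as inactive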
* marks the source's active call; other numbers are inactive results; / = no result given; & = joins results of further samples. Rule as the data show it, unless noted: active = inhibition above about 40%; inactive = the rest.

Preview:
no. | mol | mcGAS inh | hcGAS inh | NPYLR7 ag
1 | CCN(CC)c1cc(C)nc(Nc2ccc(NC(=O)C3CCCCC3)cc2)n1 | / | -8 | 8
2 | c1cnc2nc(-c3ccsc3)c(NC3CCCC3)n2c1 | / | -5 | 2
3 | Cc1nnc2ccc(N3CCCC3c3cccc(N(C)C)c3)nn12 (configuration not stated) | / | 2 | 1
4 | COC(=O)c1cc(NC(=O)c2cc(-c3ccccc3)nc3ccccc23)cc(C(=O)OC)c1 | -3 | -3 | 4
5 | O=C(NCCNC(=O)C1CCN(C(=O)c2ccc3ccccc3c2)CC1)c1ccccc1 | -5 | -1 | 2
6 | COc1ccc(CCOc2nc(-c3ccc(OC)cc3)n(-c3ccc(NC(=O)C4CCC4)cc3)n2)cc1 | -5 | -14 | 20
7 | Cc1nc(N2CCCCC2)n(CCN2CCOCC2)c(=O)c1C | -6 | -8 | /

Results, repeating the preview:
no. | mol | mcGAS inh | hcGAS inh | NPYLR7 ag
1 | CCN(CC)c1cc(C)nc(Nc2ccc(NC(=O)C3CCCCC3)cc2)n1 | / | -8 | 8
2 | c1cnc2nc(-c3ccsc3)c(NC3CCCC3)n2c1 | / | -5 | 2
3 | Cc1nnc2ccc(N3CCCC3c3cccc(N(C)C)c3)nn12 (configuration not stated) | / | 2 | 1
4 | COC(=O)c1cc(NC(=O)c2cc(-c3ccccc3)nc3ccccc23)cc(C(=O)OC)c1 | -3 | -3 | 4
5 | O=C(NCCNC(=O)C1CCN(C(=O)c2ccc3ccccc3c2)CC1)c1ccccc1 | -5 | -1 | 2
6 | COc1ccc(CCOc2nc(-c3ccc(OC)cc3)n(-c3ccc(NC(=O)C4CCC4)cc3)n2)cc1 | -5 | -14 | 20
7 | Cc1nc(N2CCCCC2)n(CCN2CCOCC2)c(=O)c1C | -6 | -8 | /
8 | CC(=O)Nc1ccccc1C(=O)N1CCN(c2cccc(Cl)c2)CC1 | -6 | -4 | -9
9 | CCc1nn2c(NC3CCCC3)cc(C)nc2c1-c1ccccc1 | -7 | -6 | -3
10 | OCC1(O)CCCN(Cc2cccc(Cn3cccn3)c2)CC1 (configuration not stated) | -9 | -7 | 0
11 | Cc1ccc(-n2ncc3c(C)nn(CC(=O)Nc4ccc5c(c4)OCCO5)c(=O)c32)cc1C | / | -3 | 8
12 | COC(C)c1noc(-c2ccncc2Cl)n1 (configuration not stated) | / | -11 | 12
13 | C/C=C(\C)C(=O)N(CC1CCN(Cc2ccccc2F)CC1)CC1CCCO1 (configuration not stated) | / | -3 | -1
14 | COc1cc(C(=O)NCCN2CCOC2=O)ccc1OC1CCN(C2CCCC2)CC1 | -11 | -10 | 4
15 | CC(C(=O)NCC1(c2ccc(Cl)cc2)CCC1)n1cncn1 (configuration not stated) | -6 | -6&-7 | 1&7
16 | CNc1ncc(CN(C)C(=O)c2ccccc2C2CCNC2)cn1 (configuration not stated) | / | 1 | 14
17 | Cc1nnnn1C(Cc1ccccc1)C(=O)NCc1ccc(C)n1C (configuration not stated) | / | -9 | 15
18 | Cc1ccc(Cl)cc1Nc1ncccc1C(=O)NCc1ccco1 | 2 | -1 | -4
19 | O=C(CC1SC(=Nc2ccccc2)N(c2ccccc2)C1=O)Nc1cccc(C(=O)O)c1 (configuration not stated) | -4 | -8 | -1
20 | Cc1nnc2sc(SCc3ccc(C(F)(F)F)cc3)nn2c1=O | -7 | -5 | 5

(list continues)
no. | mol | mcGAS inh | hcGAS inh | NPYLR7 ag
21 | CC(C)=CCC/C(C)=C/CNC(=O)Nc1cccc(F)c1 | -7 | -4 | -5
22 | O=C(Nc1ccc(Cl)cc1)Nc1cccc(NC(=O)c2ccco2)c1 | -7 | -2 | 0
23 | O=C(C1CCCO1)N1CCC(OCc2nc(C3CC3)no2)CC1 (configuration not stated) | -7 | -15 | /
24 | CN1CC2(CCN(C(=O)CCc3n[nH]c4c3CCCC4)C2)OC1=O (configuration not stated) | / | -3 | 8
25 | CCn1cc(S(=O)(=O)N2CCCC2c2ccccn2)c(C)n1 (configuration not stated) | / | -3 | 11
26 | CCOc1ncccc1NC(=O)N1CCCC1C(C)C (configuration not stated) | -5 | -11 | 4
27 | CC(C)CCC1(C2CCN(C(=O)Cc3cc(F)cc(F)c3)CC2)NC(=O)N(Cc2ccccn2)C1=O (configuration not stated) | -10 | -6 | 20
28 | O=C(Cn1cc(-c2nnc(-c3ccccc3)o2)c2ccccc21)Nc1ccccc1 | -5 | -4 | 2
29 | COc1ccc(CN2CCC=C(C(C)NC(C)=O)C2)cc1 (configuration not stated) | -14 | -6 | 5
30 | Cc1nnc(C(C)NC(c2ccc(C3CCCCC3)cc2)C(C)C)o1 (configuration not stated) | / | -7 | -3
31 | O=C(Nc1ccc(N2CCCCC2)cc1)c1ccc[nH]c1=O | / | -19 | 2
32 | CCOc1ccccc1NC(=NS(=O)(=O)c1ccc(C)cc1)Nc1nc(C)cc(C)n1 | / | -5 | -6
33 | Cc1nn(-c2ccccc2)c2nc(Cc3ccccc3)nc(N3CCCN(C(=O)CCl)CC3)c12 | 28 | -12 | /
34 | CCNc1c(C(=O)O)ccc2c1C(=O)c1ccccc1C2=O | -5 | -6 | 8
35 | Cc1ccc(C(=O)Nc2cc(C)nn2-c2ccccc2)cc1 | -10 | -6 | 2
36 | Cc1ccc(SCC(=O)N(C)CC(=O)Nc2ccc(N3CCOCC3)cc2)c(C)c1 | / | -5 | 12
37 | CC1(NC(=O)Cc2ccc3c(c2)CCCC3)CCS(=O)(=O)C1 (configuration not stated) | -9 | -9 | 6
38 | CCc1csc(CNC2CCSC2)n1 (configuration not stated) | -5 | 0 | 2
39 | Clc1ccccc1Nc1cc2c(cn1)ncn2Cc1cccnc1 | -5 | 0 | -4
40 | O=C(/C=C/c1ccccc1)Nc1ccc(C2SCC(=O)N2c2ccc3c(c2)CCC3)cc1 (configuration not stated) | -4 | -7 | 14

(next part)
no. | mol | mcGAS inh | hcGAS inh | NPYLR7 ag
41 | CCOC(=O)C1CCN(C(=O)c2ccc(NC(C)C)nc2)CC1 | -4 | -11 | -7
42 | CCOC(=O)c1c(CN2CCN(CCO)CC2)n(-c2ccccc2)c2cc(Br)c(O)cc12 | -4 | -4 | -10
43 | COc1cc2c(cc1OC)CN(C(=O)CCl)CC2 | 28 | 0 | -5
44 | Cc1ccc(F)c2c1CCCN2C(=O)c1ccc(-n2cncn2)cc1 | / | -2 | 5
45 | CCOC(=O)C(C)(N)Cc1ccccc1 (configuration not stated) | / | -3 | 17
46 | CCCNC(=O)CN1CCC(NCc2cn(C)nc2C(C)C)CC1 | / | 5 | 3
47 | Cc1cccc(N=Nc2cnc(N)s2)c1 | / | 8 | 1
48 | N#Cc1ccc(CNC(c2ccccc2)c2ccccc2)cc1 | / | -4 | 8
49 | CCCCOc1ccc(/C=C2/N=C(c3ccc(C)c([N+](=O)[O-])c3)OC2=O)cc1 | -6 | -5 | -2
50 | CCOC(=O)CNC(=O)N(Cc1cccc(OS(=O)(=O)c2cccc(C(F)(F)F)c2)c1)C(C)C | -6 | -13 | -3
51 | C=CCN1C(=O)C(=Cc2c(NCCCO)nc3ccccn3c2=O)SC1=S | -6 | -3 | 2
52 | CO[C@H]1CN(C(=O)Cn2c(C3CC3)nc3ccccc32)CC[C@H]1N | -2 | -2 | -1
53 | Cc1[nH]c2ccccc2c1N=Nc1ccc(F)cc1 | / | 1 | 1
54 | O=S(=O)(c1cccc(Cl)c1)N1CCC(n2nc(-c3ccccc3)cc2-c2ccccc2)CC1 | -6 | -4 | 20
55 | O=C(CCN1CCCO1)N1CCOC(CC2CCCCC2)C1 (configuration not stated) | / | -4 | 3
56 | O=C(O)c1cc(S(=O)(=O)Nc2cc(Cl)ccc2F)cc2c1OCCO2 | / | -7 | 13
57 | COCCN(Cc1ccc(OS(=O)(=O)c2ccc(F)cc2)cc1)S(=O)(=O)c1c(C)cc(C)cc1C | 3 | 0 | -11
58 | COc1ccc(S(=O)(=O)NC(Cc2ccccc2)c2nnc(SCc3ccc(F)cc3)n2-c2cc(Cl)ccc2C)cc1 (configuration not stated) | -3 | 1 | 5
59 | CC(=O)C(C)n1c(=O)c2c(nc3n(-c4ccc(C)c(Cl)c4)c(C)c(C)n23)n(C)c1=O (configuration not stated) | 2 | 0 | -1
60 | Cc1cc(C)n(-c2cc(NCCNS(C)(=O)=O)nc(C)n2)n1 | -7 | -6 | -8

Continuation.
no. | mol | mcGAS inh | hcGAS inh | NPYLR7 ag
61 | CCCCC(CC)COCCCNC(=O)c1cc(-c2ccc3c(c2)OCO3)nc2ccccc12 (configuration not stated) | -7 | -5 | 3
62 | O=C(CCc1ncc(-c2ccccc2)o1)N1CCCC1c1ccccc1 (configuration not stated) | / | -4 | -1
63 | Cc1ccc(C)c(C2c3cccn3CCCN2Cc2cccnc2)c1 (configuration not stated) | -6 | -6 | 4
64 | COc1cccc(-c2ccc(C(=O)N3CCCn4cncc4C3)o2)c1 | -8 | -1 | 20
65 | COc1c(Br)cc(F)cc1NC(=O)CC(C)(C)CC(=O)O | / | -5 | 1
66 | O=C(Nc1cccc(COc2ccc3c(c2)OCO3)c1)N1CCOCC1 | / | 6 | -21
67 | Cc1cc(C)c(S(=O)(=O)N2CCN(c3nc4ccccc4nc3C)CC2)c(C)c1 | -2 | -1 | -14
68 | C=CCOCC(O)CN(CCc1nc(-c2ccc(Br)cc2)no1)Cc1ccco1 (configuration not stated) | -5 | -9 | 3
69 | COc1cccc(C(=O)N2CCN(C(=O)CN3CCc4sccc4C3c3cccc(F)c3)CC2)c1 (configuration not stated) | -4 | -3 | 11
70 | CCCC(C)(C)C(=O)N1CCC1(C)C(=O)NS(=O)(=O)c1ccc(OC)cc1 (configuration not stated) | / | -6 | 4
71 | CNC(=O)c1cccc(NC(C)C(=O)NCc2ccc(C)cc2)c1 (configuration not stated) | / | 0 | -3
72 | O=C(CN1CCCS1(=O)=O)Nc1ccc(OC2CCCC2)c(Cl)c1 | 3 | 0 | 13
73 | O=C(Nc1cnc2n1CCCC2)c1coc(CN2CCOCC2)c1 | -22 | -4 | 2
74 | Clc1ccc(-c2nnn(Cc3nc(-c4ccccc4)no3)n2)cc1 | / | 4 | -9
75 | CCCc1nc(C(=O)N2CCC3(CN(C)C(=O)O3)C2)cs1 (configuration not stated) | / | -1 | 5
76 | CC(NS(=O)(=O)c1cc(C(F)(F)F)ccc1Cl)C(=O)N(C)C1CCN(C)CC1 (configuration not stated) | -16 | -7 | -3
77 | O=C(c1cc(CN2CCC(O)CC2)on1)N1CCOc2ccccc2C1 | / | -8 | 8
78 | CC(C)n1nccc1NS(=O)(=O)c1ccc(F)cc1F | / | -11 | 5
79 | Cc1ccc(F)cc1C(=O)N1CCN(c2c(Cc3ccccc3)c(C)nc3ncnn23)CC1 | -4 | 0 | /
80 | CCn1c(CC2CCN(C(=O)CN3CCCCCC3=O)CC2)nn(C)c1=O | -17 | -1 | 2

(next part)
no. | mol | mcGAS inh | hcGAS inh | NPYLR7 ag
81 | CC(CCNC(=O)c1cccnc1NC1CCCC1)c1ccccc1 (configuration not stated) | / | -8 | 3
82 | Cc1nn(C(C)(C)C)c(OC(=O)COc2ccccc2)c1S(=O)(=O)c1ccccc1 | -7 | -9 | 1
83 | CC(=O)c1c(C)nn(CC(=O)N2CCC3(CN(C)C(=O)O3)C2)c1C (configuration not stated) | -13 | 0 | 4
84 | COCc1ccc(C(=O)N2CCC3(CCCN(CCc4ccccc4)C3)C2)s1 (configuration not stated) | / | -2 | 8
85 | Cc1oc(-c2cccc(F)c2F)nc1CN(C)CC1CCCNC1 (configuration not stated) | -23 | -5 | 1
86 | CC(NC(=O)c1cnn2c(C(F)(F)F)cc(-c3ccc(Br)cc3)nc12)c1ccccc1 (configuration not stated) | -7 | -4 | -12
87 | CC(C(=O)OC1CCS(=O)(=O)C1)c1ccc(Cl)c(Cl)c1 (configuration not stated) | / | -15 | 6
88 | c1cc(CN2CCOCC2)cc(-c2ccc3ccccc3n2)c1 | / | -2 | -5
89 | Fc1ccccc1-n1cc(-c2ccnc(NC3CCC3)n2)cn1 | / | -6 | 12
90 | Cc1cc2nc(-c3cccs3)cc(C(=O)NC(Cc3ccccc3)c3ccccc3)c2cc1C (configuration not stated) | -6 | -5 | -1
91 | CCc1nc2n(n1)C(=O)C(C(c1ccc(C)cc1)N1CCC(C(=O)OC)CC1)S2 (configuration not stated) | -9 | -12 | 6
92 | Cc1ccc(N2CCN(C(=O)c3cccs3)C(C)C2=O)cc1Cl (configuration not stated) | -5 | -6 | 3
93 | Cc1cc(C)nc(-n2nc(C)c3c2CC(c2ccco2)CC3=O)n1 (configuration not stated) | / | -4 | 3
94 | Cc1cc(C)c(CN2CC(CNC(=O)N3CCCC3)C3(CCOCC3)C2)c(C)c1 (configuration not stated) | -2 | -4 | /
95 | Cc1nc2nc3c(cn2n1)C(=O)CC(c1cccc(Cl)c1)C3 (configuration not stated) | / | -8 | -1
96 | Cn1c(CN2CCOC(c3nc(C(C)(C)C)n[nH]3)C2)nnc1C1CC1 (configuration not stated) | -16 | -17 | 3
97 | CCOC(=O)c1nn(-c2ccc(F)cc2)c(=O)cc1OCC(=O)N1CCN(c2ccccc2)CC1 | / | -1 | 9
98 | O=C(C1CC1c1ccc(Cl)c(Cl)c1)N1CCCn2ncnc21 (configuration not stated) | / | 17 | -8
99 | Cc1ccccc1-c1noc(-c2ccc(N(C)Cc3cnn(C)c3)nc2)n1 | / | -7 | 5
100 | COc1cc(S(=O)(=O)NCCCN2CCOCC2)ccc1Br | -8 | -8 | 15

Given with each value named: part of the list above
71	CNC(=O)c1cccc(NC(C)C(=O)NCc2ccc(C)cc2)c1 (configuration not stated)
  mcGAS inh: /	hcGAS inh: 0	NPYLR7 ag: -3
72	O=C(CN1CCCS1(=O)=O)Nc1ccc(OC2CCCC2)c(Cl)c1
  mcGAS inh: 3	hcGAS inh: 0	NPYLR7 ag: 13

Assay outcomes from PubChem BioAssay.

This is a random part of the collection; any-hit rate near 0.27%.
